RTF Ca sens act = increases calcium sensitivity of human cardiac regulated thin filaments. P19429+P45379. IANBD-labeled TnC RTF fluorescence at EC20 calcium; 0% EC20 calcium, 100% full calcium. activation, % at 7.2 µM. 340,000 compounds, 0.24% hits;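 active = activation above the mean over all tested compounds plus 3 SD, cut at about 30% in these data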;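 also: rise in fluorescence read as greater calcium sensitivity of cardiac thin filaments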
Rtt109 HAT inh = inhibitors of Candida albicans Rtt109/Vps75 histone acetyltransferase; Q5AAJ8; purified Rtt109/Vps75, ThioGlo CoA-SH fluorescence, 4 h; inhibition, % at 34.9 µM; AID 540336; 330,000 compounds, 0.16% hits;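 active = inhibition of at least 50% in every replicate; inconclusive = best replicate reaches 50% inhibition but some replicates fall short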
Target sequence (Q5AAJ8 whole entry, looked up): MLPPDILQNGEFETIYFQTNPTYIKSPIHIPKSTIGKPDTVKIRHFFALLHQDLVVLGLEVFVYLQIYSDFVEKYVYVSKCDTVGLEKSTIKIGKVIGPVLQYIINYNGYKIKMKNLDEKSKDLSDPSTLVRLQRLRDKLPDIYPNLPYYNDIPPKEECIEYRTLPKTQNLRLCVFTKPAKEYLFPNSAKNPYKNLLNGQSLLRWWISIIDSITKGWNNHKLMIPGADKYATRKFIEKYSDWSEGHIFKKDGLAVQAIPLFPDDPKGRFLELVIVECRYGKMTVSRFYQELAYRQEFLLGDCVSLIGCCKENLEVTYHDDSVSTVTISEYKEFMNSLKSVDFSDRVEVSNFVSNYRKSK
Keap1 Nrf2 FP = inhibitors of human Keap1-Nrf2 protein-protein interaction; AID 504523; Keap1 Kelch-Nrf2 peptide fluorescence polarization, 1536-well; inhibition, % at 9.4 µM; 340,000 compounds, 0.15% hits; in the data active = inhibition above about 12%; inconclusive = no clear call, values can overlap the other calls; inactive = below about 7.3%;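 also: human Keap1 Kelch domain with fluorescein labeled Nrf2 9mer peptide probe; 0% = neutral control wells and 100% = peptide positive control; higher means more block of Keap1 binding to Nrf2 peptide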
Target sequence (Q14145 whole entry, looked up, the tested form may be a part): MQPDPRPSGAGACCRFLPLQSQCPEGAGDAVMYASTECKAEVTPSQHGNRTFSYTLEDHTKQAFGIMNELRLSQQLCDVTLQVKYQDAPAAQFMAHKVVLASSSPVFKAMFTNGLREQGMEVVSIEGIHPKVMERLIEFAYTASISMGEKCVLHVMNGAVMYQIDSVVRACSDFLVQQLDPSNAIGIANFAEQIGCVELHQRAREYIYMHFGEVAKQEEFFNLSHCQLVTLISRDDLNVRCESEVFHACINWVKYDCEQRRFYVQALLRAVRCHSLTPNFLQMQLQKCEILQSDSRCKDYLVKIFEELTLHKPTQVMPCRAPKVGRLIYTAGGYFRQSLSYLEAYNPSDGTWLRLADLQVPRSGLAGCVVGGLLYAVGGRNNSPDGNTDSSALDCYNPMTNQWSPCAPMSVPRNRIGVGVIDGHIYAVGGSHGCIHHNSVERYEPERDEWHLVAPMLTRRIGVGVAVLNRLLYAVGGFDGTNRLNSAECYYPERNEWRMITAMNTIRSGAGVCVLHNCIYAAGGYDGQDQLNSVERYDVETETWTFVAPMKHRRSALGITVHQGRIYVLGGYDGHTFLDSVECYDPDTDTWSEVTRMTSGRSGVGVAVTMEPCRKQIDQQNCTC
RTF Ca sens inh = cardiac RTF calcium desensitization; 340,000 compounds, 0.12% hits; AID 493244; inhibition, % at 7.15 µM; P19429+P45379; IANBD-labeled cardiac RTF, Ca2+ fluorescence;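 active = inhibition above the mean inhibition of all tested compounds plus 3 SD, cut at about 17% in these data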;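 also: assay run at fixed EC70 calcium of 1.6 mM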
SR-BI uptake up = SR-BI HDL lipid transfer activation; CHO ldlA[mSR-BI] cells, DiI-HDL uptake fluorescence, 3 h; 100 = double the neutral-control signal; activation, % at 12.5 µM; 320,000 compounds, 0.096% hits; AID 504775;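 active = mean replicate activation of at least 60% and every replicate at or above 60%; inconclusive = mean or all-replicate condition met, but not both; inactive = mean below 60% and not all replicates reaching 60%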;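 also: 0% = median plate neutral-control signal and 100% = twice that signal; values of inactives mirror those of a sister screen read the other way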
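Assay system: LDL receptor-deficient CHO ldlA cells overexpressing murine SR-BI / Medium: BSA-supplemented, HEPES-buffered Ham's F12, pH 7.4 / Probe or stimulus: DiI-labelled HDL at 10 µg/mL final / Timing: compound with DiI-HDL co-incubation, 3 h at 37 °C / Technique: bottom-read cell fluorescence after medium removal, ex 550/em 595 nm / Measure: HDL uptake via cellular fluorescence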
CAL PDZ FP-1 = blocks peptide binding to human CAL PDZ domain. Q9HD26. purified CAL PDZ, TMR-peptide fluorescence polarization, 1 h. inhibition, % at 20 µM. 330,000 compounds, 0.02% hits. AID 504414;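 active = highest replicate inhibition of at least 40%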;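 also: plate controls were DMSO neutral control wells for no effect and unlabeled competitor peptide control wells for full effect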
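Assay system – tagged CAL PDZ protein CerCALP, purified · Timing – 1 h at RT · Compound – single point, 20 µM · Measured by – fluorescence polarization from S- and P-plane intensities, G-factor corrected · Evaluation – inhibition from polarization loss · Probe or stimulus – TMR reporter peptide T*-PRC34 · Buffer or medium – pH 7.4 phosphate-saline buffer, reducing agent, detergent, IgG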
CAL PDZ FP-2 = inhibitors of human CAL PDZ peptide binding | Q9HD26 | purified CAL PDZ, TMR-peptide fluorescence polarization, 1 h | inhibition, % at 24.9 µM | 300,000 compounds, 0.92% hits | AID 602252;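 active = mean inhibition of at least 30% with at least half of replicates also reaching 30%; inconclusive = no clear call, values can overlap the other calls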;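 also: 0% = DMSO neutral control and 100% = excess unlabeled competitor peptide PRC23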
C-LANA FP = KSHV C-LANA DNA binding inhibition. 340,000 compounds, 0.078% hits. AID 504423. inhibition, % at 9 µM. MBP-C-LANA/FAM-LBS DNA binding, fluorescence polarization;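 active = highest replicate inhibition at or above 60% at 9 µM, even if other replicates fall short; inactive = all replicates below 60% inhibition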;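 also: 0% = neutral control wells and 100% = 4 µM acridine orange control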
DAGLB inh = blocks human DAGLB lipase activity; Q8NCG7; inhibition, % at 5.17 µM; 340,000 compounds, 0.059% hits; HEK293T DAGLB membrane lysate, EnzChek fluorogenic substrate; in the data active = inhibition above about 34%;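 also: 0% = enzyme with vehicle and 100% = wells lacking enzyme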
PKA-R2B act = PKA-R2B complex activation | 340,000 compounds, 0.079% hits | AID 504700 | P22694+P31323 | PKA-R2B holoenzyme dissociation, Cy5-IP20 fluorescence polarization; R2B truncated from residue 108, S112A mutant; 0% DMSO only, 100% 113 µM cGMP | activation, % at 11.4 µM;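 active = activation above a cutoff set at the mean over all compounds plus 3 SD, cut at about 18% in these data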;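 also: higher means more holoenzyme dissociation and a rise in polarization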
* = called active by the depositor; u = inconclusive; x = not tested or not shown.

SMILES	RTF Ca sens act	Rtt109 HAT inh	Keap1 Nrf2 FP	RTF Ca sens inh	SR-BI uptake up	CAL PDZ FP-1	CAL PDZ FP-2	C-LANA FP	DAGLB inh	PKA-R2B act
O=C(Nc1ccc2nsnc2c1)c1ccc2c(c1)OCO2	4.9	-3.3	-0.3	-10.9	-27.4	-2.6	-3.1	0.2	-2.5	-4.2
Cc1cc(/C=C2\SC(=S)N(C)C2=O)c(C)n1-c1cccc(O)c1	11.1	-0.4	-3.4	-27.0	x	-1.9	-0.9	-0.9	-1.0	5.4
O=C(COc1ccccc1)Nc1nnc(-c2ccc(Cl)s2)o1	0.8	-2.9	-0.4	-3.2	4.0	-0.1	x	1.3	3.2	-5.8
CCOC(=O)c1c(C)n(C)c2ccc(OCC(O)CN3CCCCCC3)cc12 (centres undefined)	2.5	9.4	-0.6	1.4	x	-0.5	x	-1.3	-0.9	-9.3
O=C(NNC(=O)c1ccccc1-n1cccc1)c1ccccc1	1.0	-0.1	2.6	-6.3	12.6	-0.6	x	-2.0	0.4	-2.9
CCN(Cc1ccccc1)c1c(C(=O)O)cnc2c1cnn2C	x	-7.7	5.4	x	5.4	0.0	4.7	1.0	x	x
COc1ccccc1CN1CC(C(=O)NCc2ncccc2C)CCC1=O (centres undefined)	-2.0	-6.9	0.4	1.7	12.7	-2.1	-0.1	-1.0	-3.5	-3.5
COc1ccc(NC(=O)c2ccc([N+](=O)[O-])o2)cc1	-4.0	25.0	-0.4	-4.5	-3.8	-1.6	x	0.3	-3.4	-10.4
O=C(O)c1ccccc1-c1ccccc1C(=O)Nc1ccc2c(c1)[nH]c(=O)c1ccccc12	3.3	1.5	0.4	-8.5	29.6	x	-7.6	-0.5	11.9	9.3
O=C(Cn1cnc2ccccc2c1=O)c1ccc(OC(F)F)cc1	0.3	20.0	-5.0	-9.0	-6.5	-1.7	-2.3	0.4	-3.0	4.2
CCCc1nnc(NC(=O)CSc2ncn[nH]2)s1	-1.6	-10.2	0.5	8.6	30.6	-1.9	-3.1	0.8	-1.5	7.9
CN1c2cccc3cccc(c23)N(C)C1c1cccs1	-5.1	7.1	3.2	1.2	9.6	-2.4	-4.7	0.3	1.3	-3.2
COc1cc(C(=O)Nc2ccc3nc4n(c(=O)c3c2)CCCCC4)cc(OC)c1OC	-1.8	7.9	2.2	-4.7	-63.1	-2.7	-8.1	1.5	-1.2	13.6
NC(=O)NC(=O)C(OC(=O)CCNS(=O)(=O)c1ccccc1)c1ccccc1 (centres undefined)	-0.5	9.8	-5.8	-6.6	14.7	-1.1	-5.3	0.1	5.8	-9.0
CCCN(CCC)CCCNC(=O)CN1C(=O)CSc2ccc(S(=O)(=O)N3CCOCC3)cc21	2.5	-7.0	-5.5	4.2	2.4	-2.2	-4.1	-1.0	0.3	3.8
COc1cccc(NC(=O)CN2C(=O)CSc3ccc(S(=O)(=O)N4CCC(C)CC4)cc32)c1	-5.3	-0.4	-4.3	1.2	6.3	-2.6	-2.6	0.1	1.1	1.4
N#Cc1c(OCC(=O)c2ccccc2)nc2c(c1-c1ccco1)CCc1ccccc1-2	3.9	-0.8	-7.4	-4.8	-9.4	-1.1	x	0.9	-5.9	5.7
COCCn1c(SCC(=O)N2CCc3ccccc32)nc2c(c1=O)SC(C)C2 (centres undefined)	5.4	5.8	-6.0	-8.0	-9.8	0.5	13.7	-0.4	2.3	-7.9
O=C(/C=C/c1ccc(F)cc1)NCCCn1ccnc1	-0.5	-1.7	-5.4	-4.9	10.7	-1.6	4.7	-3.6	-4.6	-18.7
COc1ccc(CCNC(=O)C(=O)NCC2CCCO2)cc1 (centres undefined)	-1.9	-1.1	1.3	7.0	6.6	x	-3.7	1.0	-0.1	-7.2
COc1ccc(Cc2nc3ccc(C(=O)N4CCCC4)cc3o2)cc1	-3.3	1.4	5.8	0.3	2.9	-2.9	13.6	0.5	0.9	2.0
COc1ccc(NC(=O)COC(=O)c2cc3c(s2)CCC3)cc1	-5.0	-0.9	-6.3	-4.6	14.2	-0.1	-2.6	6.3	-5.0	-9.6
CC(CCc1ccccc1)NC(=O)CN1CCN(c2ccccc2)CC1 (centres undefined)	-1.2	5.9	-1.8	-4.6	8.3	-2.0	6.1	-0.7	0.3	0.2
CC1=C(C(=O)O)N2C(=O)C(NC(=O)c3c(F)cccc3F)C2SC1 (centres undefined)	5.0	2.4	-1.3	0.1	5.8	-1.1	-0.6	-6.3	0.3	11.5
CNc1oc(-c2ccc(OCc3ccccc3)cc2)nc1C#N	1.8	5.1	-1.0	0.6	-30.3	-0.5	-0.6	-1.9	2.0	-17.7
Cc1csc(CNC(=O)CC2C(=O)NCCN2Cc2ccc(F)cc2Cl)n1 (centres undefined)	-3.6	-0.5	-0.1	-6.0	10.9	-0.7	-4.1	3.7	2.6	1.9
Brc1c(CSc2nncc3ccccc23)nc2ccccn12	3.1	u	-2.5	-9.6	-37.0	-0.2	10.6	1.5	-0.9	-6.1
O=C(Nc1cccc(S(=O)(=O)C(F)F)c1)c1ccc(S(=O)(=O)N2CCCCC2)cc1	0.1	3.7	1.9	-2.2	-58.5	-3.4	-3.2	-1.5	-8.2	0.4
Cn1c2ccc(Cl)cc2c2nc3ccccc3nc21	-2.1	-20.5	-1.3	-7.3	-9.2	-3.3	x	-0.5	-6.4	2.2
CC(NC(=O)CNC(=S)N(Cc1ccccc1)Cc1cccnc1)c1ccccc1 (centres undefined)	4.5	17.4	-2.9	-2.1	15.3	0.1	-5.5	7.7	1.8	2.9
Cc1ccc(C(=O)COC(=O)CCCC(=O)NC2CCCCC2)cc1[N+](=O)[O-]	4.3	2.9	-3.9	-8.0	27.7	-0.3	-1.2	0.1	0.8	-12.6
CCNC(=S)NCc1ccc2[nH]c(C)cc2c1	11.0	1.0	-4.7	-3.7	-15.5	-0.7	-6.2	-1.5	4.4	-7.6
Cn1cccc1Cc1nnc(SCC(=O)Nc2ccc(F)cc2)n1-c1ccc(F)cc1	2.6	5.8	-1.3	-5.1	-14.6	0.0	-3.2	-0.3	-0.5	-3.2
COCCOC(=O)c1c(C)nc(SCC(=O)Nc2cccc3ccccc23)c(C#N)c1-c1ccco1	-1.5	-2.1	-2.2	4.2	-16.8	0.4	-0.7	0.0	-4.4	8.4
O=C(/C=C/c1ccc(F)cc1)Nc1ccc(S(=O)(=O)N2CCOCC2)cc1	0.2	-4.1	-0.8	-3.6	-20.6	-3.1	2.1	-1.2	-3.1	-6.5
O=C(NNCC(O)COc1ccccc1)c1ccccc1 (centres undefined)	0.3	x	-4.1	12.1	0.8	-3.8	-1.3	-1.1	-4.2	8.1
Cc1ccc2c(c1)C1CN(C)CCC1N2C(=O)Nc1ccc(Cl)cc1 (centres undefined)	11.8	10.8	-5.3	-9.9	-7.2	-1.3	-0.4	-1.9	0.9	4.9
O=C1NC(=S)N/C1=C\c1ccccc1OCc1ccc(C(=O)O)cc1	-1.5	-14.3	-4.4	-11.3	x	-4.7	-4.5	1.2	3.0	-2.3
COc1ccc(C2=NOC(C(=O)O)C2)cc1 (centres undefined)	2.9	6.6	-4.5	-6.4	13.3	-0.7	-4.4	1.9	0.7	8.0
O=C(c1ccccc1)c1ccccc1C(=O)N1CCN(C(=O)c2ccccc2)CC1	5.5	-1.7	-2.7	-7.8	-1.1	-0.1	-2.1	1.1	0.7	5.6
CCOc1ccc(Nc2nc(NCC3CCCO3)c3ccccc3n2)cc1 (centres undefined)	-0.4	-2.1	-3.0	-0.4	-10.1	5.8	0.5	-2.0	-1.4	-2.2
Cc1cc(C)nc(Nc2ccc(C)c([N+](=O)[O-])c2)n1	0.9	-0.8	-2.6	-6.6	-41.1	-0.4	-5.9	-0.3	-5.5	0.8
N#C/C(=C\c1ccc([N+](=O)[O-])o1)C(=O)Nc1ccc(F)cc1	6.5	-1.2	-2.1	-25.5	-16.3	1.0	0.6	2.7	8.0	-0.2
CCc1nc(-c2ccc(-c3ccc(OC)cc3)nc2OC)no1	-4.6	1.9	6.4	-0.8	-45.0	-0.9	-5.5	1.4	-11.2	8.4
COc1ccccc1NS(=O)(=O)c1cccc(C(=O)N/N=C/c2ccccc2OCC(=O)O)c1	4.2	4.9	0.5	-1.1	-4.0	-0.2	x	-1.0	0.8	-3.9
COc1cc(/C=N/NC(=Nc2ccc(C)cc2)c2nc3ccccc3s2)ccc1O	-4.8	0.9	-4.9	1.6	-50.6	-1.6	x	0.3	0.7	12.4
O=C1c2cccc3c([N+](=O)[O-])ccc(c23)C(=O)N1O	7.4	-3.6	19.9*	-8.3	-3.1	0.3	-5.7	2.9	-0.6	-6.0
CC(NC(=O)c1ccccc1)c1ccc(F)cc1 (centres undefined)	1.7	3.1	-4.5	-0.8	1.4	-0.5	-2.3	-1.6	-2.3	-7.9
CC(=O)N1CCN(S(=O)(=O)c2cccc(C(=O)N(Cc3ccccc3)c3cccc(C)c3)c2)CC1	-2.0	4.5	0.2	1.4	29.3	-1.8	0.4	-0.4	0.4	-6.1
Cc1cc(C(=O)C(C)OC(=O)C2=NNC(=O)CC2)c(C)n1-c1ccc(OC(F)F)cc1 (centres undefined)	-1.1	7.0	2.6	1.6	-81.8	1.4	-3.2	-0.1	-0.2	-5.8
COc1ccc(-c2csc(N3CCC(c4ccccc4)C3)n2)cc1 (centres undefined)	-7.5	6.5	-2.1	-15.5	-8.0	-0.1	-0.8	0.8	-23.7	-2.2
O=C(CN(C1CCCCC1)S(=O)(=O)c1ccc(F)cc1)NCCCO	3.3	0.8	-5.8	2.2	21.1	-1.4	-4.1	-0.9	2.5	-2.5

Two entries from above, with two lines to a compound.
Values in the order: RTF Ca sens act, Rtt109 HAT inh, Keap1 Nrf2 FP, RTF Ca sens inh, SR-BI uptake up, CAL PDZ FP-1, CAL PDZ FP-2, C-LANA FP, DAGLB inh, PKA-R2B act
CC(NC(=O)c1ccccc1)c1ccc(F)cc1 (centres undefined)
  1.7, 3.1, -4.5, -0.8, 1.4, -0.5, -2.3, -1.6, -2.3, -7.9
CC(=O)N1CCN(S(=O)(=O)c2cccc(C(=O)N(Cc3ccccc3)c3cccc(C)c3)c2)CC1
  -2.0, 4.5, 0.2, 1.4, 29.3, -1.8, 0.4, -0.4, 0.4, -6.1

Assay outcomes as filed in PubChem BioAssay.
